Bioassay records from PubChem BioAssay.
MsrA inh = inhibitors of bovine MsrA; actives 0.75% (n = 360,000); purified bovine MsrA, absorbance read-out; inhibition, % at 15.5 µM; in the data active = inhibition above about 4.5%;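 note: 0% = vehicle wells with enzyme and 100% = reference inhibitor wells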
E coli Lon inh = inhibitors of E. coli Lon protease. purified E. coli Lon protease, fluorescence polarization. inhibition, % at 7.94 µM. actives 0.42% (n = 360,000). AID 602123; in the data active = inhibition above about 13%, passing the limit was not always enough;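 note: 0% = enzyme with probe and DMSO and 100% = no enzyme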
Target sequence (P0A9M0 whole entry, looked up): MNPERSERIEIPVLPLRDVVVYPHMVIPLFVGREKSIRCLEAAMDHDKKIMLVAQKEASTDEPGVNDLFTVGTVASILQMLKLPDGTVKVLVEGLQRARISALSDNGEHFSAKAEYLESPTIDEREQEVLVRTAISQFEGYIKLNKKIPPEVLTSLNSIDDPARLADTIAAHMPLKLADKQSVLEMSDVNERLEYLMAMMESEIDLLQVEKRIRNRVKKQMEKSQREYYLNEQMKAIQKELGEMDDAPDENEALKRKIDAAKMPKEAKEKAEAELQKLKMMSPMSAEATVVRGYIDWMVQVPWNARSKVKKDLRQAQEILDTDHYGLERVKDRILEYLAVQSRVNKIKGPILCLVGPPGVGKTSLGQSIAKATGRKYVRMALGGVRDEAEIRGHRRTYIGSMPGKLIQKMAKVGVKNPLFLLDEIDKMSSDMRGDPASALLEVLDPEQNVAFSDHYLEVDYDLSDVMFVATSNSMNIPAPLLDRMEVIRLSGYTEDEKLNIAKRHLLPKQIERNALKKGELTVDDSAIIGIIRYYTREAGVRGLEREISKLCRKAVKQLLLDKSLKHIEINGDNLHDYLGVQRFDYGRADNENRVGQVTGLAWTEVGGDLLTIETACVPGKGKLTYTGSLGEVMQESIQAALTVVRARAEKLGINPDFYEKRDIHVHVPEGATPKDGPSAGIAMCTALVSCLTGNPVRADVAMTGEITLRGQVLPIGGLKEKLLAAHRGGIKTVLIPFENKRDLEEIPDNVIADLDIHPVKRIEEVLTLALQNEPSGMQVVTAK
NRP1-CendR mod = modulators of CendR peptide binding to human neuropilin-1; O14786; FAM-RPARPAR peptide binding to NRP-1, fluorescence polarization; inhibition, % at 25 µM; actives 0.85% (n = 360,000); AID 602438;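 active = inhibition or corrected inhibition above about 18%, plus a signal ratio from 0.5 to 1.5, limit read from the data, passing the limit was not always enough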; note: strong numbers were not always called active
Tb MetRS inh = Trypanosoma brucei MetRS inhibition | purified T. brucei MetRS, ATP depletion, Kinase-Glo luminescence | inhibition, % at 11.9 µM | actives 0.4% (n = 360,000);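 active = inhibition above a per-plate cutoff of the control wells' mean inhibition plus 3 SD, cut at about 5.5% in these data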;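 note: 0% = DMSO wells median and 100% = median of wells with control inhibitor compound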
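assay system = parasite MetRS enzyme | timing = 15 min preincubation, 2 h reaction, all 25 °C | evaluation = percent inhibition relative to median high and low control wells | medium = HEPES buffer containing pyrophosphatase, BSA, spermine, DTT | compound = single dose, 11.9 µM final nominal, 0.9% final DMSO | detection = Kinase-Glo luminescence, ATP depletion format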
MT1-MMP act inh = MT1-MMP (human) activation inhibition. HT1080 RFP-PRO-GFP cells, GFP/RFP ratio fluorescence, overnight; percent of plate control window, DMSO zero. P50281. GFP/RFP ratio change, % at 20 µM. actives 0.061% (n = 360,000). AID 651647;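 active = GFP/RFP ratio change of at least 30% with cell ATP level not reduced by more than half and red fluorescence within 50% of control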; note: strong numbers were not always called active
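Material: RFP-PRO-GFP reporter HT1080 cells. Dosing: single-point 20 µM compound, 1% DMSO. Controls: DMSO and RFP-L50D-GFP cell wells. Timing: cells overnight before dosing, compound overnight, 37 °C, 5% CO2. Measure: GFP/RFP fluorescence ratio.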
PABP1 MLLE inh = inhibitors of microRNA-mediated deadenylation, human PABP1 MLLE binding; GST-MLLE / FITC-PAM2 fluorescence polarization; inhibition, % at 20 µM; P11940; actives 0.36% (n = 360,000); in the data active = inhibition above about 35%, passing the limit was not always enough;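 note: plate controls were DMSO wells with GST-MLLE for no effect and wells lacking GST-MLLE protein for full effect; some results filed as inactive read as strong as hits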
FAS-TE inh = blocks the thioesterase domain of human fatty acid synthase | P49327 | recombinant FAS-TE, OMFH fluorogenic substrate, fluorescence endpoint | inhibition, % at 15 µM | actives 0.67% (n = 360,000) | AID 602261;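 active = compounds whose normalised, plate-corrected inhibition of enzyme fluorescence in the single-dose primary screen is 50% or more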;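 note: 0% = DMSO with enzyme and 100% = substrate without enzyme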
MsrA act = bovine methionine sulfoxide reductase A activation; actives 0.3% (n = 360,000); purified bovine MsrA, absorbance read-out; AID 602163; activation, % at 10.6 µM; in the data active = activation above about 7.5%;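 note: 0% = vehicle and 100% = reference activator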
SKN-1 inh = C. elegans SKN-1 inhibition | C. elegans VP596 Pgst-4::GFP/RFP ratio, acrylamide-induced, 24 h | inhibition, % at 21.8 µM | actives 0.49% (n = 360,000) | AID 624304;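 active = interference check ratio from 0.5 to 1.5 plus GFP to RFP signal ratio inhibition reaching or exceeding a fixed threshold, cut at about 30% in these data, passing the limit was not always enough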; note: some compounds called inactive have numbers as strong as hits
Numbers without * were called inactive; · = not tested or not shown.

item	smiles	MsrA inh	E coli Lon inh	NRP1-CendR mod	Tb MetRS inh	MT1-MMP act inh
1	COCCN(C(=O)Cc1csc(-c2cccc(Cl)c2)n1)c1c(N)n(Cc2ccccc2)c(=O)[nH]c1=O	0.8	-2.2	-13.6	-0.3	0.2
2	CC1CCCCN1C(=O)C1CCCN(S(=O)(=O)c2cccc3nsnc23)C1 (centres undefined)	3.1	1.0	1.0	-0.6	0.3
3	CC(C)C[C@@H](CN)NC(=O)c1nc[nH]c1C(=O)N[C@@H](C)C(=O)CNC[C@H](C)NC(=O)c1nc[nH]c1C(=O)N[C@@H](Cc1ccccc1)C(=O)O	0.8	3.1	2.9	-0.2	1.4
4	O=C(Nc1nc2ccccc2s1)c1cnccn1	1.7	3.0	6.1	0.1	6.8
5	CCc1nc2c(OCCOc3ccc(F)cc3)cccn2c1N(C)C(=O)c1ccco1	1.6	0.6	6.9	0.2	-0.3
6	COc1ccc(C(=O)OC(C)CN2CCN(C)CC2)cc1 (centres undefined)	-1.5	-1.0	-2.2	-1.1	3.5
7	O=[N+]([O-])c1c(NCCO)cc(N2CCCCCC2)c2nonc12	1.1	-15.4	-4.5	1.8	3.8
8	Cc1cc(C)n(-c2ccc(C(=O)OCC(=O)NCc3ccc(F)cc3)cc2)n1	-0.1	4.6	1.0	-0.8	1.0
9	CCCC(=O)N1CCCC1(C)C(=O)Nc1ccc2cn[nH]c2c1 (centres undefined)	0.9	-3.6	-4.6	-0.2	-1.3
10	C=CCn1c(SCC(C)=O)nc2scc(-c3ccco3)c2c1=O	0.7	7.8	-75.9	-0.7	-13.8
11	O=C1CN(C(=O)c2ccc(Br)o2)C(c2ccc(F)cc2)c2cc(Cl)ccc2N1 (centres undefined)	-1.0	-0.2	-3.6	0.6	-53.6
12	CCC(=O)NCCc1nc2cc(NC(=O)c3cccc([N+](=O)[O-])c3)ccc2n1C	0.2	-4.3	5.5	-0.9	-0.1
13	CC(C)c1cccc(-c2ccc3c(c2)S(=O)(=O)c2cccc(C(=O)NCc4ccco4)c2C3=O)c1	-0.6	-3.0	-28.3	-0.1	6.5
14	C[C@@H]1C[C@H]2[C@@H]3CCC4=CC(=O)C=C[C@]4(C)[C@@]3(F)[C@@H](O)C[C@]2(C)[C@H]1C(=O)CO	1.4	1.0	-6.2	-1.0	-4.9
15	CCCSc1nc2c(c(=O)n1-c1ccc(OCC)cc1)SCC2	0.5	-2.4	2.8	-0.8	4.0

item	PABP1 MLLE inh	FAS-TE inh	MsrA act	SKN-1 inh
1	-7.3	-4.3	-1.9	-0.2
2	12.2	-4.3	2.6	4.2
3	-4.0	-7.5	2.4	12.3
4	-1.6	-6.8	-3.5	2.2
5	-6.3	-14.7	-2.5	14.8
6	6.0	-5.2	-11.0	-5.0
7	6.3	0.3	-4.1	-3.2
8	-3.8	-3.8	-4.5	-3.7
9	-0.5	-0.4	-4.6	10.1
10	-3.2	4.8	4.3	6.2
11	-7.2	22.2	-1.2	26.1
12	-1.1	-3.2	-0.9	4.4
13	-6.8	6.2	-1.7	-18.2
14	-3.2	-3.8	-5.5	-0.4
15	15.4	-2.2	0.0	10.7

New compounds follow:
item	smiles	MsrA inh	E coli Lon inh	NRP1-CendR mod	Tb MetRS inh	MT1-MMP act inh
16	O=C(Nc1cccc2c1CCCC2)C1CCN(c2nnnn2-c2ccccc2)CC1	1.1	-0.9	-5.2	-0.2	1.9
17	COc1cccc(-c2nnc(SCc3nc4ccccc4[nH]3)n2N)c1	0.6	-6.6	-13.1	1.5	·
18	Cc1cccc(N(C(=O)Cn2nnc(-c3ccccc3F)n2)C(C(=O)NC(C)(C)C)c2ccncc2)c1 (centres undefined)	0.0	2.5	-1.0	-0.3	4.4
19	CCCc1ccc2oc(C(=O)N(Cc3nccn3C)C(C)C)c(C)c2c1	-0.3	12.3	6.3	-0.2	-2.6
20	CSCC[C@H](NC(=O)C1CCN(S(=O)(=O)c2ccc(C)cc2)CC1)C(=O)NCC1CCCO1 (some centres undefined)	-0.9	-3.8	2.2	-0.2	-1.4
21	O=C(CSc1nnc(CNc2ccccc2)o1)N1CCc2ccccc21	-0.3	-4.9	-4.5	0.5	1.2
22	COc1ccc(NC(=O)c2cccc(S(=O)(=O)N3CCOCC3)c2)cn1	0.7	4.6	0.9	-1.3	-4.7
23	O=S(=O)(c1ccc(-c2nc3ccccc3s2)cc1)N1CCCC1	1.3	-7.4	11.4	-0.1	5.5
24	CC1(c2nnnn2Cc2ccccc2)CCC(=O)N1CCc1ccccc1F (centres undefined)	0.9	-7.0	8.2	-1.5	-188.5
25	O=C(Nc1cccc(Cl)c1)Nc1nc(-c2ccccc2)cs1	1.8	2.9	5.5	-0.7	4.1
26	COc1ccc(C2(C(=O)Nc3ccc(OC)cc3OC)CCCC2)cc1	-0.7	-1.9	0.0	0.1	-2.7
27	O=C1CCCN1CCC1CCN(C2CC(=O)N(c3ccc(F)cc3)C2=O)CC1 (centres undefined)	-0.5	-8.1	10.1	-1.5	6.6
28	CCCCNCCOCCOc1ccc(C)cc1[N+](=O)[O-]	0.4	-5.5	0.2	-0.8	-0.3
29	NC(=O)C1CCCN(C(=O)CN2C(=O)NC(c3ccccc3)(c3ccccc3)C2=O)C1 (centres undefined)	-1.8	-12.2	-0.5	-0.3	-0.4
30	Nc1ccc(S(=O)(=O)Nc2ccc(S(N)(=O)=O)cc2)cc1	-0.2	8.8	15.4	-0.2	-3.3

item	PABP1 MLLE inh	FAS-TE inh	MsrA act	SKN-1 inh
16	4.7	9.7	4.4	5.7
17	-67.4	-9.8	-4.0	3.0
18	-11.8	-8.8	-2.2	2.2
19	6.9	-2.0	-0.4	17.6
20	6.3	-6.5	1.7	4.9
21	5.0	-12.0	-0.7	-11.2
22	18.7	-8.4	-4.1	16.5
23	13.5	-3.1	-2.2	7.7
24	·	-4.5	-14.4	1.4
25	9.9	-0.7	-3.8	9.7
26	-4.2	10.9	0.5	6.9
27	15.8	-10.2	-6.7	8.6
28	5.8	-8.8	-1.8	7.2
29	-6.5	-2.1	0.3	13.0
30	-3.5	-7.3	-1.9	-4.6

Further results:
item	smiles	MsrA inh	E coli Lon inh	NRP1-CendR mod	Tb MetRS inh	MT1-MMP act inh
31	COC(=O)c1ccccc1NC(=O)CN1CCC(n2nnc3cc(F)ccc32)CC1	1.4	4.5	11.3	-0.4	-4.2
32	Cc1ccc(NC(=O)CSc2nc(=O)n(CCCN3CCOCC3)c3c2CCCC3)c(C)c1	0.7	2.4	-12.6	0.5	2.4
33	COCc1cccc(-c2csc(C(O)c3ccc(F)c(F)c3)n2)c1 (centres undefined)	0.4	-0.7	-6.7	0.0	0.2
34	CC(=O)N1CCN(c2ccc([N+](=O)[O-])c(NCc3cccnc3)c2)CC1	2.1	-1.9	13.2	-0.9	2.3
35	COc1cc(C(=O)OCC(=O)c2c(N)n(C)c(=O)n(C)c2=O)ccc1OCCC(C)C	1.2	-3.7	-8.3	-0.2	1.9
36	Cc1ccccc1OCC(O)CN1CCN(CCN2C(=O)c3cccc4cccc(c34)C2=O)CC1 (centres undefined)	0.2	1.1	15.3	-0.3	6.8
37	CCc1c(-c2ccccc2)nc(N)c(C#N)c1-c1cccs1	0.2	10.3	2.7	-1.1	-6.8
38	Cc1ccsc1/C=N/NC(=O)Cc1cc(=O)[nH][nH]1	0.6	8.5	-2.2	-1.0	0.0
39	COc1ccc(NC(=O)C2CCC2)cc1S(=O)(=O)Nc1cc(C)ccc1Br	-0.1	-22.3	9.5	0.4	2.0
40	CC(C)(C)c1ccc(C(=O)N2CCC(C(=O)NCc3ccco3)CC2)cc1	0.5	1.0	-2.7	-0.4	6.0
41	CC(C)n1ncc2c(C(=O)Nc3ccc(S(N)(=O)=O)cc3)cc(C3CC3)nc21	1.4	-10.8	45.6*	-0.3	3.8
42	NNc1cc2c(nn1)CCN(C(=O)c1ccccc1)C2	0.5	0.3	-9.1	-0.3	6.4
43	COc1cc2c(cc1OC)C(c1ccccc1)N(C(=O)c1ccccc1F)CC2 (centres undefined)	0.5	6.0	-3.2	-0.3	0.1
44	CCOC(=O)c1c(OCC)[nH]c2c1cc(O)c1ccccc12	0.3	2.6	-5.5	-0.6	14.7
45	COC(=O)C1=NN(C(C)(C)CC(C)=O)C2C(=O)N(C3CCCCC3)C(=O)C12 (centres undefined)	1.2	-3.4	-2.0	-0.4	2.3

item	PABP1 MLLE inh	FAS-TE inh	MsrA act	SKN-1 inh
31	-2.1	4.4	1.0	13.7
32	11.2	-4.7	-2.1	7.8
33	3.4	13.1	0.2	16.9
34	-3.8	-2.5	-10.7	-3.1
35	-6.8	-1.1	-4.7	1.0
36	12.2	-1.7	-3.9	-9.9
37	2.6	11.8	-13.0	-5.6
38	8.2	-11.2	-6.4	0.5
39	2.4	23.3	-1.4	7.7
40	-8.8	-4.0	0.7	9.0
41	-10.1	3.7	-2.8	-7.0
42	3.9	-6.6	-1.3	-4.5
43	6.5	7.7	-1.3	6.3
44	25.5	-1.5	-1.2	3.5
45	-6.1	-1.3	-1.1	-0.9

Additional compounds.
item	smiles	MsrA inh	E coli Lon inh	NRP1-CendR mod	Tb MetRS inh	MT1-MMP act inh
46	O=C(CCN1CCCCC1)N/N=C/c1ccc(Br)cc1	-0.8	6.3	-1.5	-1.0	·
47	O=c1[nH]c(=O)n([C@H]2C[C@H](O)[C@@H](CO)O2)cc1F	0.1	-4.2	-0.7	-0.1	-12.6
48	O=C(NCc1cccnc1)c1ccc(Cl)cc1[N+](=O)[O-]	-0.1	-0.7	3.1	0.1	2.0
49	CNc1ncc(C(=O)c2ccc(F)cc2)s1	4.7*	-3.9	12.5	-0.5	3.3
50	Cc1c(C(=O)OCC(=O)N2CC(C)OC(C)C2)oc2ccc(Br)cc12 (centres undefined)	-0.3	9.6	8.4	0.2	3.7
51	O=[N+]([O-])c1ccccc1N(S(=O)(=O)c1ccccc1)S(=O)(=O)c1ccccc1	0.3	0.8	10.7	-0.1	-3.9
52	CCc1cc(CNC(=O)C2CCC(=O)N(CCc3ccc(OC)cc3)C2)on1 (centres undefined)	-1.0	-11.7	5.2	-0.3	-3.0

item	PABP1 MLLE inh	FAS-TE inh	MsrA act	SKN-1 inh
46	-6.0	-7.4	-4.2	-5.4
47	-5.2	-0.1	0.4	-4.5
48	5.1	-9.6	-0.8	11.1
49	5.3	-7.3	-10.3	10.7
50	-6.4	2.1	2.1	-16.4
51	-2.0	23.7	-4.1	4.4
52	14.3	-3.5	-1.5	10.0

Retrieved by compound from the list above:
item	smiles	MsrA inh	E coli Lon inh	NRP1-CendR mod	Tb MetRS inh	MT1-MMP act inh
49	CNc1ncc(C(=O)c2ccc(F)cc2)s1	4.7*	-3.9	12.5	-0.5	3.3
48	O=C(NCc1cccnc1)c1ccc(Cl)cc1[N+](=O)[O-]	-0.1	-0.7	3.1	0.1	2.0
47	O=c1[nH]c(=O)n([C@H]2C[C@H](O)[C@@H](CO)O2)cc1F	0.1	-4.2	-0.7	-0.1	-12.6

item	PABP1 MLLE inh	FAS-TE inh	MsrA act	SKN-1 inh
49	5.3	-7.3	-10.3	10.7
48	5.1	-9.6	-0.8	11.1
47	-5.2	-0.1	0.4	-4.5

Compounds were not picked by outcome. About 4% of those tested had a hit in this group.
